Source: PubChem BioAssay (several laboratories)
NTR1 ag = NTR1-driven beta-arrestin-GFP spot formation – imaging, U2OS cells, high content, primary screen (AID 493036); agonist mode; 330,000 tested, 0.17% active; P30989; activation, % at 20 µM;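 active means activation at or above 40% of the spot to cytoplasm intensity ratio, with at least 20 cells analyzed; inconclusive means wells under 20 cells, flagged as cytotoxic or low count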;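 further: 0% = DMSO without peptide and 100% = 100 nM NTR1 peptide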
Target sequence (P30989 whole entry, looked up): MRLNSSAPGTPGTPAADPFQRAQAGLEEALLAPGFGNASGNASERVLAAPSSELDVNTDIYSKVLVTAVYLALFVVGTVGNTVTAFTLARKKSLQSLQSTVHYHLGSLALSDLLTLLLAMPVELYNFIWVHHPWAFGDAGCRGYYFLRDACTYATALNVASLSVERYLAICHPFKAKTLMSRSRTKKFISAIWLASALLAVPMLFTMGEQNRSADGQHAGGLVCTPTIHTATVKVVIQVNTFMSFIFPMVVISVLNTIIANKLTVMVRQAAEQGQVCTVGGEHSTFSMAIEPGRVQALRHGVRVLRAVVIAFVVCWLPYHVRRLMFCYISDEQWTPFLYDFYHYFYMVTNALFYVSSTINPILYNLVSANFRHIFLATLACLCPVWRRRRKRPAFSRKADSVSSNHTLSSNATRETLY
MgcRacGAP inhibition = MgcRacGAP GTPase-activating activity inhibitors, confirmation, biochemical, ADP Hunter fluorescence. MgcRacGAP-stimulated Rac1 GTP hydrolysis, ADP Hunter fluorescence; higher % means a stronger effect; GST-tagged Rac1 F28L mutant substrate. AID 624330. 340,000 tested, 0.6% active. inhibition, % at 30 µM, or IC50 in µM where a hit was titrated;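 active means first-screen hits whose inhibition reached a set limit at any dose in the follow-up dose series; inconclusive means inhibition above the set first-screen limit but never retested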;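 further: fluorescence reports GDP produced by GAP-driven GTP hydrolysis; strong numbers were not always called active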
K1F lysis inhibition = inhibition of K1F phage lysis, E. coli UTI89, bacterial capsule biogenesis inhibitors, alamar blue (AID 488966). E. coli UTI89 K1F phage lysis, alamar blue, 2 h; higher % means a stronger effect. inhibition, % at 100 µM; hits with a dose series show IC50 in µM. 340,000 tested, 0.02% active;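 active means phage lysis inhibition, versus mean bacterial control, above a set limit; inconclusive means no clear call, values can overlap the other calls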;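 further: capsule biogenesis inhibitors block K1F phage lysis so surviving cells raise fluorescence; higher fluorescence means more inhibition of phage lysis; actives were called in the ten point dose series up to 300 µM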
Salmonella PhoP GFP = inhibitors of PhoP regulon expression, primary screen, Salmonella Typhimurium, GFP reporter (AID 1863). S. Typhimurium PhoP-regulated promoter GFP reporter, 4 h; higher % means a stronger effect. one-dose inhibition, % at 50 µM; IC50 in µM for titrated hits. 300,000 tested, 0.16% active;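 active means inhibition over 29.93%, a cutoff 3 SD above the screen mean, later confirmed by dose response; inconclusive means inhibition over 29.93% but no dose response follow-up; inactive means inhibition at most 29.93% or unconfirmed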;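 further: 0% = low Mg2+ inducing control and 100% = high Mg2+ repressing control; strong numbers were not always called active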
T cell modulator = modulates CD8 T cell binding to vesicles. 2C CD8+ T cell-vesicle binding, flow cytometry; hits give low values. calls only at 7 µM. 330,000 tested, 0.068% active;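 active means response, share of CD8 T cells binding vesicles, and their 90th percentile fluorescence all below set limits, cut at about 80% in these data, passing the limit was not always enough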
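System: murine 2C transgenic CD8+ T lymphocytes; also added: QL9-loaded Drosophila micro-vesicles; times: binding 1.5 h at 37 °C; measured by: flow cytometry, PE anti-B7-1 (FL2) versus Alexa647 anti-CD8 (FL8), PFA-fixed; control set: Peptide-free naked vesicles (low) and QL9 vesicles with 0.7% DMSO vehicle (high)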
Large T inhibition = TAg ATPase/helicase activity blockers – biochemical (AID 1903). SV40 large T antigen ATPase/helicase inhibition assay; higher % means a stronger effect. inhibition, % at 20 µM, or IC50 in µM where a hit was titrated. 310,000 tested, 0.39% active; in the data active means a potency from the dose series; inconclusive means inhibition mostly from about 32% at the one dose, without a potency; inactive means the rest, 99 in 100 with inhibition below about 32%; further: strong numbers were not always called active
NS5 inhibitors = flavivirus cap methylation enzyme inhibition – biochemical, confirmation dose response, primary screen (AID 588689) | 340,000 tested, 0.3% active | Dengue-2 NS5 methyltransferase capping enzyme assay, biochemical; higher % means a stronger effect | inhibition, % at 25 µM, or IC50 in µM where a hit was titrated; in the data active means a potency from the dose series; inconclusive means inhibition above about 29% without an active follow-up result
RSV antiviral HEp-2 = RSV antiviral activity via CPE protection, HEp-2 cells, primary 10 µM value included (AID 2391) | HEp-2 cells, RSV-induced CPE inhibition; higher % means a stronger effect | CPE inhibition, % at 10 µM, or IC50 in µM where a hit was titrated | 310,000 tested, 0.13% active; in the data active means a potency from the dose series; inconclusive means CPE inhibition mostly from about 23% at the one dose, without a potency; inactive means the rest, 99 in 100 with CPE inhibition below about 21%; further: strong numbers were not always called active
West Nile virus CPE = West Nile virus antiviral activity, cell-based, CPE readout (AID 1621). West Nile virus-infected cells, CPE inhibition; higher % means a stronger effect. CPE inhibition, % at 10 µM; hits with a dose series show IC50 in µM. 290,000 tested, 0.02% active; in the data active means a potency from the dose series; inconclusive means CPE inhibition mostly from about 3.7% at the one dose, without a potency; inactive means the rest, 99 in 100 with CPE inhibition below about 2.2%; further: strong numbers were not always called active
T cell modulator vesicle-bound % = second read-out of T cell modulator, no call of its own (marks repeat the call); double positive events, %; measured here: CD8+ vesicle-bound cell fraction;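 binding gate set so that unloaded-vesicle control wells show 10% double positive cells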
NTR1 ag cell count 20 µM = second read-out of NTR1 ag, no call of its own (marks repeat the call); cell count; measured here: cell count, cytotoxicity flag
Starred values were filed as active, the others as inactive; i = inactive; u = inconclusive; x = not tested or not shown; [ ] = remark or other dose.

Below each SMILES: NTR1 ag | NTR1 ag cell count 20 µM | MgcRacGAP inhibition | K1F lysis inhibition | Salmonella PhoP GFP | T cell modulator | T cell modulator vesicle-bound % | Large T inhibition | NS5 inhibitors | RSV antiviral HEp-2 | West Nile virus CPE
(1) COc1ccc(S(=O)(=O)NN(C)C(=O)c2nn(-c3ccccc3)ccc2=O)cc1
 : -0.6 | 73 | 3.4% | 0.2% | -10.2% | i | 57.0 | 10.0% | 5.7% | 1.3% | -1.3%
(2) Cc1cccc(OCC(=O)N/N=C\c2cn(C)c3ccccc23)c1
 : 9.5 | 91 | 6.1% | -1.2% | -1.4% | i | 21.2 | 2.6% | 0.0% | -1.3% | -0.4%
(3) CCCCN(C)C(=O)C1CCC(=O)N(c2cc(OC)c(OC)c(OC)c2)C1c1ccc(OC)cc1 (stereo not given)
 : -0.3 | 96 | 6.7% | 0.2% | -0.1% | i | 20.5 | 10.3% | -8.1% | 2.4% | -0.6%
(4) O=C(CN1C(=O)S/C(=C\c2cccs2)C1=O)Nc1ccc(O)c(C(=O)O)c1
 : x | x | 6.1% | -2.9% | 2.4% | i | 19.7 | 15.4% | 8.1% | -0.7% | 0.1%
(5) O=C(NC12CC3CC(CC(C3)C1)C2)c1ccccc1
 : 0.5 | 51 | 1.4% | -2.6% | 6.8% | i | 59.0 | -1.0% | 0.7% | -0.3% | 0.0%
(6) COc1ccccc1NS(=O)(=O)c1cccc(N2CC(O)=C(c3ccccc3)C2=N)c1
 : -2.3 | 96 | 1.9% | -0.1% | -9.8% | i | 51.2 | 21.4% | -8.8% | 1.2% | 0.7%
(7) O=C(c1ccccc1)c1ccc(Cn2cc(CCCO)nn2)cc1
 : -0.8 | 63 | 4.8% | -0.3% | -1.8% | i | 56.4 | 5.9% | -3.2% | 2.1% | -0.8%
(8) Cc1nn(-c2ccccc2)c(N2CCCC2)c1/C=N/Nc1ccc(S(N)(=O)=O)cc1[N+](=O)[O-]
 : 23.8 | 50 | 0.6% | 2.5% | 31.6% | i | 35.2 | 7.6% | -1.5% | 38.6% | 1.3%
(9) Cc1c(C(=O)COC(C)(C)C)[nH]c2ccccc12
 : 1.3 | 40 | 8.9% | -0.6% | 11.2% | i | 55.4 | 0.3% | 2.0% | 3.8% | 0.5%
(10) Cc1ccc(C)c(NC(=O)C2CC(O)CN2C(=O)Oc2ccccc2)c1 (stereo not given)
 : 1.0 | 60 | 8.6% | -0.6% | 5.1% | i | 48.1 | 7.8% | 2.9% | -0.3% | -0.2%
(11) Cc1c(OCC(=O)NCC(O)c2ccccc2)ccc2c3c(c(=O)oc12)CCCC3 (stereo not given)
 : 2.3 | 57 | -4.2% | 0.0% | 6.8% | i | 26.0 | 2.6% | -5.2% | 38.5% | -0.7%
(12) c1cc(-c2cccs2)nc(-c2cccs2)c1
 : 2.2 | 76 | 13.2% | 0.3% | -4.0% | i | 55.4 | 2.3% | -3.6% | 6.3% | -0.7%
(13) COc1ccccc1C(=O)Nc1sc2c(c1C(N)=O)CCCC2
 : 2.3 | 77 | 11.6% | 0.8% | 10.4% | i | 45.8 | 2.6% | -6.9% | 3.7% | -0.1%
(14) CC(=O)NCCNC(=O)c1ccc(Cn2c(=O)[nH]c3ccsc3c2=O)cc1
 : 2.4 | 54 | 8.1% | -1.1%[50 µM] | -10.2% | i | 13.1 | 6.0% | -2.7% | 0.6% | 0.6%
(15) CCOc1ccc(NC(=O)Cn2nnc3c(cnn3-c3ccc(F)cc3)c2=O)cc1
 : 1.0 | 40 | 1.4% | 0.4% | 1.9% | i | 54.8 | 0.8% | 0.0% | 2.6% | -0.8%
(16) CN1CCN(c2ccc(C(CC(N)=O)NC(=O)c3ccccc3)cc2[N+](=O)[O-])CC1 (stereo not given)
 : x | x | 10.0% | 2.2% | -4.9% | i | 16.5 | 4.6% | -1.4% | 1.7% | -0.3%
(17) O=c1[nH]c2ccccc2c(O)c1O
 : -0.2 | 88 | -122.1% | -12.6% | -3.2% | i | 48.6 | 7.9% | 0.0% | 1.2% | 0.5%
(18) NC(=O)c1ccc[n+](CC(=O)Nc2ccccc2C(=O)O)c1
 : 0.6 | 84 | 6.7% | 0.2% | 8.3% | i | 35.1 | 1.4% | 2.0% | 0.9% | 0.7%
(19) CC(C)C(NS(=O)(=O)c1cccs1)C(=O)Nc1nc(C(C)(C)C)cs1 (stereo not given)
 : 2.7 | 43 | 1.5% | 2.5% | 0.1% | i | 5.2 | 4.5% | -3.5% | 45.8% | 0.0%
(20) COc1cc(S(=O)(=O)N2CCC(O)(c3cccc(C(F)(F)F)c3)CC2)ccc1-n1cnnn1
 : 1.0 | 46 | 7.3% | 0.1% | -11.7% | i | 10.1 | 2.7% | -6.2% | 1.7% | -0.3%
(21) O=C(NCc1ccco1)c1ccc(Cl)cc1[N+](=O)[O-]
 : x | x | 8.0% | -0.2%[50 µM] | -1.0% | i | 37.0 | 1.8% | -0.7% | 1.4% | 0.3%
(22) COc1cccc(-c2nn(-c3ccccc3)cc2C(=O)n2nnc3ccccc32)c1
 : 10.3 | 67 | 3.0% | 0.0% | -5.5% | i | 53.1 | 25.9% | -2.5% | 1.9% | -0.3%
(23) CCOC(=O)C1CCN(Cc2coc3c(Cl)cc(Cl)cc3c2=O)CC1
 : 0.0 | 47 | 14.9% | 1.7% | 0.4% | i | 11.0 | 1.4% | -2.0% | -0.8% | 0.4%
(24) Cc1c(C(=O)NN)nn(-c2ccc(F)cc2)c(=O)c1C#N
 : -0.1 | 113 | 1.4% | 0.1% | -11.3% | i | 27.7 | 4.4% | 7.1% | 0.2% | 0.8%
(25) CC(=O)Nc1ccc(NC(=O)CSc2nnc(CC(C)O)n2-c2ccccc2)cc1 (stereo not given)
 : -0.2 | 58 | 1.5% | 2.1% | 2.1% | i | 65.7 | 23.4% | -10.9% | 2.1% | 0.4%
(26) COc1ccc(CNC(=O)CSc2nc3ccccc3n2C(C)=O)cc1
 : -1.1 | 66 | 7.7% | -0.3% | 2.3% | i | 53.7 | 8.3% | -1.8% | 0.6% | -0.5%
(27) C/C(=N\NC(=O)c1nnn(-c2nonc2N)c1CN(C)c1ccccc1)c1ccccn1
 : x | x | 9.0% | 0.6% | 6.1% | i | 10.4 | 22.5% | -7.0% | 1.8% | u
(28) Cc1cc(=O)oc2cc(Nc3ccccc3)ccc12
 : 6.0 | 65 | 7.0% | 0.5% | -7.8% | i | 42.7 | 2.5% | 5.2% | 3.9% | -0.6%
(29) O=C1CCCC2=C1C(c1cccs1)n1nc(SCc3ccc(C(=O)O)cc3)nc1N2 (stereo not given)
 : 1.8 | 51 | 11.4% | -0.9%[50 µM] | -8.3% | i | 34.4 | 23.0% | -2.3% | 2.3% | 0.1%
(30) CC(O)CNc1nc2c(c(=O)n(Cc3ccc(Cl)cc3)c(=O)n2C)n1C (stereo not given)
 : 2.6 | 56 | 12.6% | 0.3% | 11.0% | i | 31.1 | 4.3% | -1.9% | 1.4% | 0.1%
(31) O=C(c1cccc(S(=O)(=O)Nc2ccccc2Cl)c1)N1CCN(C(=O)c2ccco2)CC1
 : 1.1 | 53 | 4.0% | 0.3% | 14.0% | i | 13.8 | 6.3% | 0.7% | 1.1% | -0.1%
(32) COc1ccc(C(C)=O)cc1CSc1nnc(C)s1
 : 0.4 | 66 | 11.1% | 0.6%[50 µM] | 6.0% | i | 6.5 | 8.9% | -3.5% | 2.6% | -0.4%
(33) O=C1CSC(=Nc2ccc(Cl)cc2)N1Cc1ccco1
 : 1.3 | 43 | -2.9% | -2.3% | -6.3% | i | 43.0 | -2.5% | 5.4% | 5.3% | -0.1%
(34) Cn1c(=O)c2c(O)c(C=NCc3ccccc3)c(=O)n(C)c2n(C)c1=O
 : 0.2 | 59 | x | x | -9.5% | i | 30.2 | 5.6% | x | 0.8% | -0.2%
(35) Cc1cc(=O)n2nc(N3CCCC(C(=O)NCc4cccc(Br)c4)C3)sc2n1 (stereo not given)
 : 0.7 | 44 | -33.4% | -0.2% | -7.0% | i | 5.1 | 30.4% | -9.7% | 2.1% | 0.1%
(36) CC1CCc2sc(C(=O)NCC(c3ccco3)N3CCCCC3)cc2C1 (stereo not given)
 : 0.3 | 59 | 5.2% | 0.8%[50 µM] | x | i | 29.9 | x | -3.7% | 0.8% | x
(37) CCC(=O)NCCCCNC(=O)CC
 : -0.3 | 84 | 6.7% | 0.4% | 7.5% | i | 64.2 | -4.5% | -0.8% | 0.7% | 0.6%
(38) Cc1ccccc1C(=O)NNC(=O)CCc1ccccc1
 : -0.1 | 44 | 3.5% | -1.3% | -4.5% | i | 61.3 | 1.6% | -9.3% | 0.0% | 1.7%
(39) CCCNC(=O)CCn1c(=S)oc2ccccc21
 : 3.8 | 63 | 11.8% | 0.2% | 3.5% | i | 15.7 | 4.5% | 0.8% | 1.2% | 0.1%
(40) N#C/C(=C\C=C\c1ccccc1)C(=O)NCc1cccnc1
 : 1.0 | 53 | 0.9% | -1.5% | x | i | 20.0 | x | -1.5% | 1.4% | 0.0%
(41) CCC1Nc2ncnc(N3CCCCC3)c2N(Cc2ccc(Cl)cc2)C1=O (stereo not given)
 : 4.5 | 67 | 7.9% | 2.0% | x | i | 21.3 | x | 12.4% | x | x
(42) COc1ccc(-n2c3c(cc(C(=O)NCc4ccco4)c2=O)C(=O)CC(C)(C)C3)cc1
 : -0.2 | 64 | 0.1% | 1.2% | 3.9% | i | 12.1 | 11.5% | 1.5% | 2.5% | -0.8%
(43) CCOc1ccc(-c2nn3c(-c4ccc(F)cc4)nnc3s2)cc1
 : 0.9 | 54 | 13.4% | 0.1% | x | i | 7.4 | x | -3.5% | 3.3% | 1.1%
(44) CCc1c(O)nc(SCC(=O)Nc2nc3ccccc3s2)n(-c2ccc(C)cc2)c1=O
 : -0.4 | 49 | 9.9% | 1.1% | -3.7% | i | 2.7 | 11.8% | -5.4% | 1.5% | -0.1%
(45) COc1ccc(C(=O)OCc2c(C)noc2C)cc1
 : 0.1 | 44 | 6.6% | -0.1% | -2.7% | i | 31.5 | -2.5% | 0.0% | 1.7% | 0.8%
